T cell HTS – modulates CD8 T cell binding to vesicles. 2C CD8+ T cell-vesicle binding, flow cytometry; active compounds read low. calls only at 7 µM. hit rate 0.068% among 330,000. AID 2052;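 active means response, share of CD8 T cells binding vesicles, and their 90th percentile fluorescence all below set limits, cut at about 80% in these data, passing the limit was not always enough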
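Material: 2C TCR transgenic mouse naive CD8+ T cells, MACS-purified. Also added: QL9-charged Drosophila Ld/ICAM-1/B7-1 vesicles. Timing: binding 1.5 h at 37 °C. Measured by: high-throughput flow cytometry with anti-B7-1 and anti-CD8 staining. Read-out: percent CD8+ FL2 mean versus row control. Controls: Unloaded micro-vesicles (low), QL9 vesicles with 0.7% DMSO (high).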
Autophagy mod – autophagy modulation, high-content screen; MEF GFP-LC3 puncta imaging; test concentration mostly 10 µM; calls only at 10 µM (by protocol); hit rate 0.98% among 190,000;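 active means percentage of spot-positive cells more than 3 SD above its plate mean, without a fluorescence outlier flag or 80% toxicity; inconclusive means no clear call, values can overlap the other calls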;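 further: spot-positive cell cutoff set from DMSO-treated cells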
Insulin prom up – MIN6 insulin promoter up-regulation; MIN6 insulin promoter-GFP reporter, high-content imaging; active compounds read high; z-score at 5 µM; hit rate 0.3% among 190,000; AID 1625;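 active means z-score above 3 at 5 µM with at least 500 cells counted in the well; inconclusive means wells under 500 cells, flagged as cytotoxic or low count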
Salmonella PhoP GFP – PhoP-dependent GFP reporter repression – Salmonella Typhimurium, primary screen (AID 1863). S. Typhimurium PhoP-regulated promoter GFP reporter, 4 h; higher % means a stronger effect. inhibition, % at 50 µM, or IC50 in µM where a hit was titrated. hit rate 0.16% among 300,000;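 active means inhibition over 29.93%, a cutoff 3 SD above the screen mean, later confirmed by dose response; inconclusive means inhibition over 29.93% but no dose response follow-up; inactive means inhibition at most 29.93% or unconfirmed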;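 further: 0% = low Mg2+ inducing control and 100% = high Mg2+ repressing control; strong numbers were not always called active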
CSM14.1 death rescue – protection against thapsigargin-triggered cell killing – 384-well, CSM14.1, ATP luminescence, primary screen (AID 1222) | CSM14.1 thapsigargin-induced death rescue, ATP luminescence; higher % means a stronger effect | one-dose cellular ATP content (survival), % at 20 µM; EC50 in µM for titrated hits | 190,000 tested, under 10 active;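 active means EC50 below 50 µM in the dose-response confirmation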;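 further: death triggered by thapsigargin at about 15 µM added after 2 h compound pretreatment; cell ATP read after overnight thapsigargin exposure of roughly 18 to 22 hours; normalized against plate controls of thapsigargin alone and 5% DMSO vehicle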
b-catenin transl – modulators of beta-catenin nuclear translocation | nuclear translocation activity, % at 5 µM | HeLa beta-catenin nuclear translocation, immunofluorescence imaging | hit rate 0.3% among 190,000 | AID 1665;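 active means nuclear translocation activity above 50% at 5 µM, with a well cell count of 50 or more; inconclusive means wells under 50 cells across six images, flagged as toxic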;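 further: per-cell ratio of nuclear to cytoplasmic median beta-catenin stain intensity; plate controls were DMSO negative control for no effect and GSK-3 inhibitor IX positive control for full effect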
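Test system: human HeLa cells, native beta-catenin. Compound dosing: 5 µM primary single dose, 0.1% DMSO, 0.02–20 µM confirmation series. Incubation: compound exposure 24 h at 37°C. Detection: beta-catenin immunostaining with DAPI counterstain, 20x imaging, 6 fields/well. Read-out basis: Nuclear/cytoplasmic beta-catenin signal ratio, % activation.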
Hep lipid drop – modulators of hepatic lipid droplet formation. AML12 mouse hepatocytes, oleate lipid droplets, BODIPY imaging. inhibition, % at 6.5 µM. hit rate 0.4% among 240,000;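 active means lipid droplet intensity inhibited by at least 50%, with more than 500 cells counted; inconclusive means wells with under 300 cells, treated as cytotoxic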
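Assay system: AML12 hepatocytes (mouse) / Also added: 100 µM oleic acid challenge / Times: overnight treatment with compound plus oleate / Detection: high-content imaging of BODIPY-stained droplets and DAPI nuclei / Evaluation: % inhibition of lipid droplet signal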
MT stabilizer – microtubule stabilization, imaging screen; HeLa tubulin immunostaining HCS, 24 h; share of cells brighter than vehicle mean+2SD; % tubulin-high responders, % at 10 µM; hit rate 0.83% among 200,000; AID 2205;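 active means plate Z-score above 3 for both tubulin-high and condensed-nucleus cell shares, with cell loss under 80%, at 10 µM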;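 further: anti alpha tubulin signal scored within the nucleus-defined area of each cell; some results filed as inactive read as strong as hits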
Dynein cargo inh – dynein cargo transport inhibition; 3617.4 mouse cells, GR-EGFP nuclear translocation imaging; test concentration mostly 20 µM; stimulated with dexamethasone, 1 µM; active compounds read low; z-score, hits read low; hit rate 0.47% among 220,000;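 active means plate z-score of nuclear minus cytoplasmic receptor signal below a set negative limit, without overly bright fluorescence or cell loss, cut at about -3.5 in these data, passing the limit was not always enough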;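 further: z-score of nuclear minus cytoplasmic ring GR-EGFP intensity difference per well; some compounds called inactive have numbers as strong as hits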
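Buffer or medium: tet-free medium with charcoal-stripped serum / Also added: dexamethasone agonist, 1.0 µM final, for 30 min / Timing: induction 48 h, compound 1 h, agonist 30 min / Measured by: high-content fluorescence imaging after fixation / Read-out: nuclear-to-cytoplasmic GR-EGFP distribution per well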
Dynein cargo inh cytoplasmic EGFP – second read-out of Dynein cargo inh, no call of its own (marks repeat the call); z-score; measured here: cytoplasmic GR-EGFP intensity; active compounds read high
Dynein cargo inh nuclear GR-EGFP – second read-out of Dynein cargo inh, no call of its own (marks repeat the call); z-score; measured here: nuclear GR-EGFP intensity;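 lower value marks the stronger effect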
Dynein cargo inh cell count – also measured in Dynein cargo inh; calls as there; z-score; measured here: cell count per field
Insulin prom up cell count – also measured in Insulin prom up; calls as there; cell count; measured here: cytotoxicity, nuclei count;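 total cells summed across four imaged fields per well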
Hep lipid drop cells 6.5 µM – recorded beside Hep lipid drop, whose call it bears; cell count; measured here: cell count, cytotoxicity flag;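 cells counted across two imaged fields per well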
b-catenin transl cell count 5 µM – also measured in b-catenin transl; calls as there; cell count; measured here: cell count, cytotoxicity flag
T cell HTS vesicle-bound % – further read-out of T cell HTS, marked with its call; double positive events, %; measured here: CD8+ vesicle-bound cell fraction;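 binding gate set so that unloaded-vesicle control wells show 10% double positive cells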
MT stabilizer Hoechst-high % – recorded beside MT stabilizer, whose call it bears; % Hoechst-high responders; measured here: nuclear condensation Hoechst responders;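 share of cells brighter than vehicle mean plus two SD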
MT stabilizer cytotoxicity % – also measured in MT stabilizer; calls as there; toxicity, %; measured here: cytotoxicity by cell density;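 0% = mean cell density of plate MIN control wells and 100% = no cells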
Autophagy mod cell loss 18 h – second read-out of Autophagy mod, no call of its own (marks repeat the call); toxicity, %; measured here: cell loss, nuclei count;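 cell loss after 18 h compound exposure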
Starred values were filed as active, the others as inactive; i = inactive; ? = inconclusive; nt = not tested or not shown.

Each structure is followed by: T cell HTS	T cell HTS vesicle-bound %	Autophagy mod	Autophagy mod cell loss 18 h	Insulin prom up	Insulin prom up cell count	Salmonella PhoP GFP	CSM14.1 death rescue	b-catenin transl	b-catenin transl cell count 5 µM	Hep lipid drop	Hep lipid drop cells 6.5 µM	MT stabilizer	MT stabilizer Hoechst-high %	MT stabilizer cytotoxicity %	Dynein cargo inh	Dynein cargo inh cytoplasmic EGFP	Dynein cargo inh nuclear GR-EGFP	Dynein cargo inh cell count
- CC[C@@H]1CC=C[C@H]2[C@H]1C(=O)N(Cc1ccccc1)[C@H]2c1ccc(OC)c(Cl)c1
    i	28.8	nt	nt	nt	nt	-1.6%	nt	-3.4	1228	-11.7	745	nt	nt	nt	-1.1	-0.8	-0.363	0.267
- COc1ccc(C2CC23N=C(c2ccccc2)OC3=O)cc1 (stereo unspecified)
    i	35.7	i	10.6	0.09	1212	1.5%	-0.1%	8.9	401	-2.4	629	1.6	2.6	0.3	0.615	-0.255	0.299	-0.753
- O=C(COC(=O)CSCC(=O)N1CCCCC1)Nc1ccc(Cl)cc1
    i	16.3	i	13.3	0.57	1382	1.4%	2.2%	-6.4	1068	nt	nt	5.5	3.1	1.2	-0.299	-0.259	0.294	-0.349
- COc1ccc(C(=O)Nc2ccccc2C(=O)N/N=C/c2ccccn2)cc1OC
    i	23.6	nt	nt	0.54	1118	-4.5%	nt	0.6	1246	0.0	791	nt	nt	nt	-0.956	-0.259	-0.862	1.33
- CCCCc1[nH]nc2c1C1(C(=O)N(CC)c3ccccc31)C(C#N)=C(N)O2 (stereo unspecified)
    i	50.0	i	-5.3	0.09	1873	-1.0%	-1.1%	-1.9	1120	5.4	683	5.2	2.8	6.4	0.738	-0.23	0.785	-0.752
- CCOC(=O)N1CCC(NC(=O)CNS(=O)(=O)c2ccc(Br)s2)CC1
    i	10.6	i	1.1	-0.1	1003	-5.3%	-1.5%	3.3	684	nt	nt	20.1*	17.3*	33.2*	-0.0277	-0.343	0.141	-0.103
- COC(=O)c1sc(NC(=O)CSc2nnc(C(C)C)n2C)nc1C
    i	37.9	i	24.5	0.17	2068	-4.4%	-1.4%	-1.7	1051	-17.2	735	5.9	4.0	6.0	4.34	-0.187	1.69	-2.01
- O=C(CCN1C(=O)c2ccccc2C1=O)C1=NN[C@@H]2C(=O)N(c3ccc4c(c3)OCO4)C(=O)[C@H]12
    i	32.5	nt	nt	1.27	1306	-5.2%	nt	-0.4	1251	-2.0	707	nt	nt	nt	-0.226	-0.294	-0.0884	0.614
- COc1ccc(C2CC(c3cccs3)=NN2S(=O)(=O)c2ccc(C)cc2)cc1 (stereo unspecified)
    i	34.4	i	-13.3	nt	nt	nt	nt	nt	nt	nt	nt	4.0	1.2	5.4	-0.886	-0.199	-0.743	0.977
- O=C(NC1CCCC1)C(=O)N(Cc1cccnc1)C(C(=O)NCC1CCCO1)c1ccco1 (stereo unspecified)
    i	27.3	i	30.4	0.6	1374	1.9%	-0.5%	0.4	1456	1.6	673	2.6	1.2	1.7	-0.7	-0.244	-0.36	0.669
- COc1ccccc1Oc1ccccc1C(=O)O
    i	35.1	i	5.8	-0.78	1202	-14.1%	-0.2%	nt	nt	24.6	760	1.9	0.1	14.2	1.43	-0.126	1.44	-1.28
- O=[N+]([O-])c1ccc(N2CCN(c3ccc(Cl)nn3)CC2)cc1NC1CC1
    i	31.1	i	0.6	nt	nt	nt	nt	nt	nt	nt	nt	3.6	2.4	2.9	-8.38	21.2	0.129	-0.836
- CCC/C(O)=C1\C(=O)CC(c2ccccc2)CC1=NC(C)C(=O)O (stereo unspecified)
    i	50.7	i	-5.4	0.16	1436	-15.5%	1.8%	-1.9	1014	26.5	656	3.1	1.3	5.2	0.0111	-0.224	0.0808	-0.406
- CCC(=O)c1ccc(OCC(O)CN2CCN(S(=O)(=O)N3CCCCC3)CC2)cc1 (stereo unspecified)
    nt	nt	i	-7.7	-0.26	1195	-2.6%	nt	-1.3	1090	8.2	692	4.2	2.6	7.2	0.428	-0.239	0.295	-0.405
- CN(C)CCOCCP(=O)(c1ccccc1)c1ccccc1
    i	30.9	nt	nt	0.4	1087	0.0%	-0.2%	-4.1	1151	nt	nt	1.4	1.4	3.1	0.376	-0.203	0.516	-0.367
- O=C(NNC(=S)Nc1ccc(Cl)cc1Cl)c1ccncc1
    i	5.5	i	3.9	1.1	1602	0.9%	-1.3%	-1.8	1087	0.6	632	3.2	2.7	4.0	-0.832	-0.153	-0.498	0.105
- COc1ccc(CCNC(=O)CSc2nc(C)nc3sccc23)cc1OC
    i	56.2	nt	nt	-0.1	977	0.5%	nt	-1.4	1305	-0.6	653	nt	nt	nt	0.526	-0.827	-0.0575	-0.157
- Cn1c(=O)c2c(SCC(=O)N3CCOCC3)nc(CC(C)(C)C)nc2n(C)c1=O
    nt	nt	i	17.9	-0.01	906	-5.1%	-0.1%	-4.2	1274	-6.5	715	7.8	1.8	0.8	0.462	-0.139	0.326	-0.371
- O=C(c1cc([N+](=O)[O-])cc([N+](=O)[O-])c1)N(Cc1nnc(-c2ccccc2Cl)o1)C1CC1
    i	34.9	i	15.1	0.28	1249	-0.5%	-0.7%	1.2	1119	-5.7	710	1.8	1.1	8.6	1.28	-0.0814	0.6	-0.572
- COCCn1cnc2c1c(=O)n(CC(=O)Nc1cc(C)on1)c(=O)n2Cc1ccccc1
    i	13.5	i	-4.7	1.7	1092	-23.2%	-3.0%	-1.4	852	nt	nt	3.1	1.4	2.9	2.78	-0.169	1.47	-1.46
- CN(CC(=O)Nc1ccc(S(=O)(=O)N2CCCC2)cc1)Cc1ccc(Cl)cc1Cl
    i	24.6	i	-1.4	0.38	1320	-4.6%	-2.5%	-1.7	949	-12.9	591	3.3	3.8	4.5	-1.68	-0.26	-0.967	1.2
- O=C(CC1S/C(=N/N=C/C=C/c2ccccc2)NC1=O)Nc1ccc(Cl)c(Cl)c1 (stereo unspecified)
    i	34.7	i	12.6	-0.24	1342	2.0%	-1.3%	-2.6	1133	-1.5	725	4.9	2.0	9.3	-0.461	-0.291	-0.282	1.49
- CCN(CC)S(=O)(=O)c1ccc(NC(=O)c2ccccc2N(C)S(C)(=O)=O)cc1
    i	22.6	i	-14.7	-0.22	971	1.6%	-1.2%	nt	nt	1.6	799	1.2	1.3	6.4	0.208	-0.402	0.18	0.0505
- O=C(N/N=C/c1ccco1)C1CC1(c1ccccc1)c1ccccc1 (stereo unspecified)
    i	45.0	i	29.9	-0.18	1514	4.5%	-0.9%	-0.7	1181	-44.4	657	4.6	2.7	7.8	-1.35	-0.273	-0.396	1.12
- COc1ccc(/C=C/C(=O)NCCc2ccc(OC)c(OC)c2)cc1
    i	51.0	i	17.6	nt	nt	5.6%	-2.6%	-1.6	1110	7.6	637	3.4	1.5	2.9	0.15	-0.261	0.207	0.422
- COc1ccc(/C(O)=C2/C(=O)C(=O)N(c3nc(C)c(C)s3)C2c2ccco2)cc1 (stereo unspecified)
    i	17.1	i	-1.9	0.42	1364	-5.3%	1.8%	-6.9	1027	nt	nt	4.8	1.9	5.6	1.48	-0.0435	1.08	-1.95
- CCCN(CCC)S(=O)(=O)c1ccc(Cl)c(OC)c1
    i	59.4	i	16.6	0.47	1690	4.6%	-1.7%	1.1	964	2.9	707	2.4	2.6	1.6	-0.0742	-0.121	0.152	0.354
- Cc1ccc(-c2nn3c(-c4ccco4)nnc3c3ccccc23)cc1S(=O)(=O)NCC1CCCO1 (stereo unspecified)
    i	31.3	i	5.4	-0.82	1011	7.0%	2.2%	-5.3	992	nt	nt	3.6	2.9	13.1	0.225	-0.233	0.333	1.06
- Cc1c(C(=O)NC(C)C)c(-c2ccccc2)nn1-c1ccccc1
    i	42.7	i	-11.3	?	nt	7.2%	-1.0%	0.5	498	-14.3	666	2.9	2.8	5.5	0.0697	-0.295	-0.346	0.425
- CN(C)C(=O)c1ccc(-c2nnc(NCc3ccccc3)c3ccccc23)cc1
    i	46.3	i	-3.5	0.31	1488	-11.8%	-1.8%	-2.6	1114	-6.0	606	2.7	4.3	6.7	0.0023	-0.136	0.482	0.161
- CCOC(=O)c1ccc(NC(=O)CN2C(=O)CSC2=O)cc1
    i	31.3	i	-12.8	nt	nt	3.0%	0.4%	-7.1	857	nt	nt	2.2	1.7	12.9	0.05	-0.213	0.042	0.76
- CCCS(=O)(=O)Nc1cccc(-c2ccc3nnc(C)n3n2)c1
    i	58.4	i	14.0	0.64	1274	2.1%	-1.0%	2.1	1062	18.0	717	1.7	2.6	7.3	-0.202	-0.35	-0.296	1.02

Source: PubChem BioAssay
